# Source: PubChem BioAssay (several laboratories)
# FXIIa inh = blocks human coagulation factor XIIa protease activity; P00748; inhibition, % at 5 µM; purified FXIIa, Boc-QGR-AMC fluorogenic substrate, 2 h; 220,000 compounds, 0.3% hits; in the data active = inhibition above about 40%;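 also: 0% = enzyme with no compound and 100% = blank without enzyme; many of its hits are not listed in these tables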
# Cl transport mod = modulators of human KCC2 chloride dependent transport | Q9H2X9 | KCC2 cells, thallium flux FluoZin-2 fluorescence | B-score of Tl+ flux slope (higher = more flux/activation; lower = inhibition) at 10 µM | 190,000 compounds, 2.2% hits;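 active = thallium flux slope and its plate-corrected score both differing from the plate sample mean at a set confidence after two filtering rounds, in either direction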;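 also: slope of fluorescence scaled to starting intensity during 10 to 20 s after thallium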
# Furin inh = inhibitors of human furin; P09958; purified furin, fluorogenic substrate cleavage; inhibition, % at 30 µM; 220,000 compounds, 0.061% hits; AID 463115; in the data active = inhibition above about 25%; also: inactives centre near -15
# thrombin 1536 = thrombin (human) inhibition; inhibition, % at 5 µM; AID 1046; P00734; 220,000 compounds, 0.26% hits; alpha-thrombin, Boc-VPR-AMC fluorogenic substrate cleavage;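 active = inhibition at or above 40%; inactive = inhibition below 40%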;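 also: 0% = enzyme with no compound and 100% = wells without enzyme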
#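 Material: human alpha-thrombin enzyme / Medium: pH 7.5 Tris (50 mM) with NaCl 150 mM, Tween 20 0.05% / Compound: single-point dosing at 5 µM, 0.2% DMSO / Incubation: enzyme reaction carried out at room temperature / Detection: AMC fluorescence, 355/460 nm / Read-out basis: percent inhibition scaled between no-compound controls and no-enzyme blanks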
# m-calpain inh = inhibitors of pig calpain II. inhibition, % at 16 µM. AID 1236. purified calpain II, fluorogenic peptide substrate, 30 min. 220,000 compounds, 0.37% hits;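 active = inhibition above about 50%, limit read from the data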
# PERK inhibitor = human PERK inhibition, primary cell-based screen; Q9NZJ5; CHO PERK-DD fusion, SEAP luminescence translation reporter; inhibition, % at 5.6 µM; 220,000 compounds, 0.17% hits;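 active = inhibition above the mean inhibition of all tested compounds plus 3 SD, set separately per screening campaign, cut at about 2.9% in these data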;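 also: PERK kinase domain activated by AP20187 dimerizer at 100 nM; 0% = DMSO with dimerizer and 100% = rapamycin at 8.4 µM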
# FXIa inh 1536 = blocks human coagulation factor XIa protease activity; P03951; 220,000 compounds, 0.14% hits; purified FXIa, Boc-Glu-Ala-Arg-AMC fluorogenic substrate; inhibition, % at 5 µM; AID 798;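 active = inhibition of at least 40%; inactive = inhibition below 40%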;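 also: fluorescence of freed AMC excited at 355 nm; 0% = enzyme without compound and 100% = no enzyme blank; many of its hits are not listed in these tables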
# Rad51 HR inh = blocks human Rad51 in homologous recombination. Q06609. inhibition, % at 10 µM. hRad51 DNA strand exchange, fluorescence dequenching. AID 1385. 200,000 compounds, 0.085% hits;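 active = inhibition above 40% at the single screening dose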;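 also: 0% = DMSO control wells and 100% = blanks with heterologous ssDNA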
# Target sequence (Q06609 whole entry, looked up): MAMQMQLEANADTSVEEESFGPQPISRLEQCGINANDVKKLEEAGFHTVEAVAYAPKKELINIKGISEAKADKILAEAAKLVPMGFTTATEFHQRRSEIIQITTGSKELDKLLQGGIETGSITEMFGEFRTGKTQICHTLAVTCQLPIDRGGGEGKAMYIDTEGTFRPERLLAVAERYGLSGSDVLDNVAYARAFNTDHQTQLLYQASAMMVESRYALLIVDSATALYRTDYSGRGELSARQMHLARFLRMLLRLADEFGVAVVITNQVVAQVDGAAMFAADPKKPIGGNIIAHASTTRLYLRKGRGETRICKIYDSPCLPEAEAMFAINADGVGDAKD
#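 Test system: preformed human Rad51 ssDNA filaments; also added: Donor/quencher-labelled 47-bp dsDNA substrate; doses: 10 µM final, single point; times: 37 °C 15-min filament assembly, 30-min compound preincubation, 15-min exchange; detection: FRET fluorescence dequenching, excitation 485 nm, emission 520 nm; read-out basis: Fluorescence-based percent inhibition, control- and blank-normalised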
# KLK5 inh = kallikrein 5 (human) inhibition | Q9Y337 | recombinant hK5, fluorogenic AMC substrate cleavage | inhibition, % at 5 µM | 210,000 compounds, 0.59% hits | AID 873;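 active = inhibition of 40% or more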;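 also: 0% = enzyme controls without compound and 100% = no-enzyme blanks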
# Target sequence (Q9Y337 67-293 limits assumed): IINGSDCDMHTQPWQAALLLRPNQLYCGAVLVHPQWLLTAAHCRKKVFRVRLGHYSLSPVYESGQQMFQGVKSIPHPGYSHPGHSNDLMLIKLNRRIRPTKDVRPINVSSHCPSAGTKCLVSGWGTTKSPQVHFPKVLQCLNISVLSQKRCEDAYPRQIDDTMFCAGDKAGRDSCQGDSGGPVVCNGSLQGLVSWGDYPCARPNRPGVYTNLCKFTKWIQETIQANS
# * = called active by the depositor; i = inactive; / = no result given; [ ] = dose if it differs, or a comment. The list is partial; count on the stated rates, not on these rows.
# Order of values: FXIIa inh	Cl transport mod	Furin inh	thrombin 1536	m-calpain inh	PERK inhibitor	FXIa inh 1536	Rad51 HR inh	KLK5 inh
Cc1cccc(C)c1NC(=O)Cn1nnnc1N
    3.3	0.0337	-34.8	2.6	-10.3	0.3	3.0	-3.2	0.4
COc1ccc(C(=O)N(Cc2nc(-c3ccc(C)cc3)no2)C2CCCCC2)cc1OC
    15.2	/	-0.7	0.8	45.4	-0.6	10.5	-6.2	7.2
COc1ccccc1C(=O)Nc1ccc2c(c1)nc(CCNC(C)=O)n2C
    9.8	0.155	-17.0[20 µM]	-2.5	13.5	0.1	8.5	-1.5	-17.8
CC1(OC(=O)C2CCCC2)C(=O)C=C2C=C(c3ccsc3)N(C3CCCC3)C=C2C1=O (stereo not drawn)
    3.8	0.0133	4.3	-2.5	-7.2	/	0.5	7.0	2.5
COCCCNC(=O)C1CCN(S(=O)(=O)c2c(C)noc2/C=C\c2ccc(OC)cc2)CC1
    4.6	-0.154	-2.7[20 µM]	0.1	i	0.0	-5.4	-4.0	-19.9
CCOC(=O)c1cc(-c2ccccc2)n(CC(=O)Nc2cc(OC)cc(OC)c2)c1C
    0.1	-0.118	1.2	-6.1	15.2	-0.3	-3.3	-6.4	-11.7
CCN(CC)S(=O)(=O)c1ccc(OCC(=O)NCc2ccco2)cc1
    9.6	-0.261	-19.0	5.4	15.9	-1.2	2.7	17.0	4.5
CC1=C(C(=O)Nc2ccccc2)C(c2sccc2C)n2nnnc2N1 (stereo not drawn)
    7.1	/	-4.8[20 µM]	-3.1	-0.3	-0.4	-2.5	/	-28.4
Cc1ccc(O)c(-c2cc(C(F)(F)F)[nH]n2)c1
    11.2	0.00286	-15.4[20 µM]	-4.6	9.0	1.1	-4.7	-4.8	3.4
COC(=O)CCC(=O)Nc1ccc(Cl)c(Cl)c1
    12.5	-0.214	-22.7	-1.3	15.1	1.0	0.6	1.0	-18.0
CCOC(=O)CCSc1nc2c(c(C(F)(F)F)c1C#N)CCC2
    20.6	-0.00578	-6.0[20 µM]	3.1	-6.8	0.8	9.9	-7.9	-8.1
CCCN1CCN(C(=S)Nc2ccccc2C(F)(F)F)CC1
    -1.8	0.252	-8.3	6.3	-6.5	0.7	4.4	-2.5	-8.8
Cc1nc2cc(CO)ccc2s1
    18.3	0.0856	-13.6	4.1	-8.2	1.4	3.2	7.0	-16.0
CCOC(=O)c1c(-c2ccc(C)cc2)csc1NC(=O)CCN1CC(C)OC(C)C1 (stereo not drawn)
    12.4	-0.184	1.5	-3.4	-26.2	-0.7	2.8	-4.6	-8.4
CC(=O)c1ccccc1OCCOCCOCCOc1ccccc1C(C)=O
    -1.0	-1.41	-11.0	9.1	-34.6	-0.1	-6.7	24.9	-3.0
CCCc1cc(=O)[nH]c(=S)[nH]1
    8.4	0.359	-10.7	/	25.3	0.8	10.2	1.3	5.1
Cc1ccc(Nc2nc(CSc3n[nH]c(N)n3)cs2)cc1
    6.8	-0.0661	-15.9	-5.2	25.5	1.6	3.8	-6.1	-7.8
Cc1cc(C)n(-c2ccc(C(=O)Nc3cc(C(F)(F)F)ccc3N3CCOCC3)cc2)n1
    -0.7	0.378	-17.3[20 µM]	-0.1	-27.2	0.4	-2.6	-4.7	-8.7
CC1CN(c2oc(Cc3cccc4ccccc34)nc2C#N)CC(C)O1 (stereo not drawn)
    17.6	/	-14.9	5.5	-8.0	-0.8	6.8	0.5	-1.9
COc1ccc(-c2c(C)n([O-])c3c([n+]2=O)CCCCC3)cc1
    -3.1	0.579	-14.3	-9.7	23.6	-0.5	-5.0	/	-12.0
O=C(O)c1ccc(S(=O)(=O)Nc2ccc(O)c(Sc3nc4ccccc4s3)c2)cc1
    3.5	0.175	-18.9	5.0	-30.1	0.4	-2.6	10.6	-20.1
C=CCN1C2CCCC1CC(NC(=O)Nc1cccc(C(C)=O)c1)C2 (stereo not drawn)
    -15.6	-0.669	-34.8	-11.5	1.1	-0.7	-6.3	0.3	0.1
CCCCN(CC)CCCNC(=O)CS(=O)(=O)Cc1nc(-c2cccc(OC)c2)oc1C
    17.1	0.65	-26.6[20 µM]	-0.2	-27.3	-0.9	22.4	-2.1	-25.9
CCNc1nc(N)c(C(=C(C#N)C#N)c2ccccc2)s1
    -9.2	-0.383	-73.1	-6.9	-471.2	0.6	-35.4	-7.9	-16.1
COc1ccc(CNC(=O)COC(=O)c2cc(-c3cccs3)nc3ccccc23)cc1OC
    10.9	0.226	-4.7[20 µM]	-2.7	-82.4	-0.8	6.8	3.1	2.0
Cc1cc(C)n(C(=O)COc2ccccc2C)n1
    11.7	-0.342	-38.8[20 µM]	3.0	-11.4	1.2	3.5	2.0	-8.2
CCOC(=O)/C(CCC[N+](C)(CC)CC)=N\O
    13.2	1.38	-24.5	1.4	8.5	-0.6	7.5	/	-1.7
CCOCc1nnc(NC(=O)C2c3ccccc3Oc3ccccc32)s1
    3.2	0.266	-21.4	0.0	-24.0	0.5	-4.3	1.7	-9.8
COc1ccc(C2=CC3=C(Br)C(=O)C(C)(OC(=O)C4CCCC4)C(=O)C3=CO2)cc1 (stereo not drawn)
    9.6	0.782	-19.9	2.4	-41.3	/	4.7	2.9	5.9
Cc1ccc(NC(=O)c2ccc(CSc3ncnc4nc[nH]c34)cc2)c(C)c1
    14.2	-0.479	-18.0[20 µM]	2.2	-33.3	-0.9	2.9	-7.7	-7.3
CC(C)=CCN1CCN(Cc2cccn2-c2ccccn2)CC1CCO (stereo not drawn)
    6.8	1.18	-22.0	-1.8	4.3	0.1	5.3	-14.3	-3.1
CC(Sc1nc(-c2ccccc2)cc(C(F)(F)F)n1)C(=O)O (stereo not drawn)
    2.9	-0.993	-2.7	-11.7	34.1	0.1	-5.8	-6.7	0.1
CC(C)C(C(=O)NCc1ccco1)N(CC1CCCO1)C(=O)CNS(=O)(=O)c1ccccc1 (stereo not drawn)
    5.8	-0.662	-28.4	-10.9	-19.8	0.1	12.6	18.4	5.3
O=C1c2ccccc2C(=O)N1c1cccc(-c2csc(Nc3ccc4c(c3)OCO4)n2)c1
    4.6	0.0727	-1.3	-4.5	-28.1	0.1	0.1	-4.0	-2.2
COc1ccc(Nc2nnc(Cc3ccccc3)c(=O)[nH]2)c(OC)c1
    9.0	/	-14.5	-1.1	14.3	0.0	-0.6	-4.6	6.5
Cn1c(=N)c(S(=O)(=O)c2ccc(F)cc2)cc2c(=O)n3ccccc3nc21
    -1.8	-0.315	-112.6	-6.2	-315.6	-0.7	-5.0	5.2	-16.1
Cc1nn(-c2ccccc2)c(C)c1C(=O)Nc1ccc(N2CCOCC2)cc1
    6.9	0.653	-21.0	2.1	-16.4	-0.5	-15.1	1.4	8.4
Cc1cccc2c1Sc1ccccc1CC2=O
    7.5	/	-4.9	-6.1	4.5	0.5	-6.3	/	13.5
C#CCOc1c(Br)cc(/C=N\NC(=O)CN2CCOCC2)cc1OCC
    5.4	-0.306	-1.5[20 µM]	-0.8	6.3	-0.6	-2.1	-2.2	-7.8
Cc1c(Cl)cccc1NC(=O)CNCc1ccccc1F
    4.7	-0.467	-20.3	-3.0	2.6	-0.2	-4.6	2.4	-0.8

# Random excerpt: 2 entries already listed
# Order of values: FXIIa inh	Cl transport mod	Furin inh	thrombin 1536	m-calpain inh	PERK inhibitor	FXIa inh 1536	Rad51 HR inh	KLK5 inh
Cc1c(Cl)cccc1NC(=O)CNCc1ccccc1F
    4.7	-0.467	-20.3	-3.0	2.6	-0.2	-4.6	2.4	-0.8
C#CCOc1c(Br)cc(/C=N\NC(=O)CN2CCOCC2)cc1OCC
    5.4	-0.306	-1.5[20 µM]	-0.8	6.3	-0.6	-2.1	-2.2	-7.8

# Additional compounds follow:
# Order of values: FXIIa inh	Cl transport mod	Furin inh	thrombin 1536	m-calpain inh	PERK inhibitor	FXIa inh 1536	Rad51 HR inh	KLK5 inh
O=S(=O)(Nc1cccc2ncccc12)c1cccs1
    17.8	28.5*	-13.5	4.5	-8.7	-1.1	3.4	3.3	-74.5
Cc1c(NS(=O)(=O)c2ccc(NC3CCCC3)c([N+](=O)[O-])c2)c(=O)n(-c2ccccc2)n1C
    5.4	0.0272	-7.7	-9.0	9.3	0.5	2.8	-5.5	-3.3
O=c1cc(-c2ccccc2)nc2nc[nH]n12
    13.5	/	-18.3[20 µM]	-2.1	-31.0	0.3	-0.5	1.9	12.3
Cc1cc(NC(=O)CSc2nnc(NCc3ccccc3)s2)no1
    5.8	0.728	-20.1	2.4	5.0	0.0	-0.2	16.9	7.5
O=C(CCN1C(=O)c2ccccc2C1=O)Nc1ccncc1
    12.1	-0.496	-21.6	4.0	16.9	1.7	2.3	0.6	1.1
O=C(CCCN1C(=O)c2ccccc2C1=O)Nc1ccccc1
    5.2	-0.267	-15.8	-0.5	1.5	0.2	-1.1	-7.3	-1.1
COc1ccc(NC(=O)CSc2nc3c(c(=O)n2-c2ccccc2OC)SCC3)cc1
    11.5	-0.854	-15.2	-2.1	-59.3	-0.5	0.4	-6.5	-5.7
COCCn1c(C)cc(C(=O)CSc2nnc3ccccn23)c1C
    16.8	/	-23.8	1.5	-38.9	1.0	4.8	16.2	-3.3
O=C1CCCC2=C1C(c1ccc(O)c(O)c1)c1c(ccc3ncccc13)N2 (stereo not drawn)
    7.5	0.109	-6.1	-21.7	-20.5	-0.1	-9.1	11.1	-17.3
CNc1ncc(C(=O)C(C)(C)C)s1
    21.2	1	-4.9[20 µM]	-5.2	-18.5	2.2	7.1	-0.2	-5.0
Cc1ccc(CSCCNC(=O)/C=C/c2ccccc2Cl)cc1
    13.9	1.03	-22.8[20 µM]	12.4	24.2	-0.9	27.3	1.5	15.8
O=c1c2ccccc2c(-c2ccc(O)cc2)nn1-c1cccc(C(F)(F)F)c1
    1.1	-0.07	-13.3	-8.5	11.2	-0.5	-3.0	2.4	-9.6
Cc1nnc(NC(=O)CSc2ncc(-c3ccccc3)[nH]2)s1
    2.6	-0.156	-10.2	-6.8	-2.9	-0.5	-4.4	-2.4	-1.9
Cc1nc(/C(N)=N/OC(=O)c2ccccc2Cl)c(C(F)(F)F)o1
    3.5	0.0868	-16.7	-5.3	-6.9	-0.6	-3.9	-2.0	12.2
Cc1nnc(C)n1/N=C/c1cccn1C
    -13.1	-1.48	-19.6[20 µM]	-8.2	2.3	0.8	-9.6	-9.5	13.5
CCCOc1ccc(Cn2c(O)cc(=O)[nH]c2=O)cc1
    7.5	0.309	-2.5[20 µM]	-1.9	-17.9	1.4	3.4	-13.3	-6.0

# Cl transport mod, entries above that show a hit
molecule	FXIIa inh	Cl transport mod	Furin inh	thrombin 1536	m-calpain inh	PERK inhibitor	FXIa inh 1536	KLK5 inh
O=S(=O)(Nc1cccc2ncccc12)c1cccs1	17.8	28.5*	-13.5	4.5	-8.7	-1.1	3.4	-74.5
